Screens (PubChem BioAssay)
beta cell repl: inducers of beta-cell replication in MIN6 cells; MIN6 cells proliferation, ATPlite luminescence, 48 h; cells starved in 0.2% serum; 100% = growth in 10% serum; proliferation, % at 10 µM; actives 0.29% (n = 330,000);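 active means compounds whose signal lies at least 3.5 SD above the mean of all wells on their plate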;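 further: 0% = DMSO-treated cells in low-serum medium and 100% = 10% serum control; some compounds called inactive have numbers as strong as hits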
hIAP inh: blocks human intestinal alkaline phosphatase; actives 0.12% (n = 330,000); purified IAP, CDP-Star luminescence, 30 min; P09923; AID 2544; inhibition, % at 10 µM;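 active means inhibition reaching a set limit with compound at 10 µM in the primary screen, cut at about 35% in these data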;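 further: plate controls were DMSO wells with enzyme for no effect and no-enzyme buffer wells for full effect; values of inactives mirror those of a sister screen read the other way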
Target sequence (P09923 whole entry, looked up): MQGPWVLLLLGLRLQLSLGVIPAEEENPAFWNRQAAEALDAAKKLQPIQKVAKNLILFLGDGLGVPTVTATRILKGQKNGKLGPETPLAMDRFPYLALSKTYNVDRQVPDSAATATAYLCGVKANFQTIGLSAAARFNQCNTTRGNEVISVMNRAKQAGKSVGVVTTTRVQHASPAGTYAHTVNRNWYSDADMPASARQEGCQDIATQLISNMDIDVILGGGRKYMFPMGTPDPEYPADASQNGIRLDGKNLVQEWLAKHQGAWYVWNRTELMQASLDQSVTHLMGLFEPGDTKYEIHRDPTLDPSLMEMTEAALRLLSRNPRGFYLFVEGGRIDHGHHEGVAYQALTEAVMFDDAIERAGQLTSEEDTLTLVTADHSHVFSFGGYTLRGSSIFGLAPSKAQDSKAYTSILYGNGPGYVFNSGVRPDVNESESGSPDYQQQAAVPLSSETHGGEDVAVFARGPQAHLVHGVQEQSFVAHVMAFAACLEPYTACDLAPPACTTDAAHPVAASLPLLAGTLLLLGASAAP
APOBEC3A inh: blocks human APOBEC3A ssDNA deamination. P31941. recombinant A3A, FAM/TAMRA ssDNA deamination fluorescence. inhibition, % at 20 µM. actives 0.41% (n = 330,000);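 active means at least 40% inhibition at 20 µM here, with at most 30% in a related deaminase screen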;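 further: plate controls were A3A with DMSO for no effect and wells lacking A3A enzyme for full effect; some results filed as inactive read as strong as hits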
Target sequence (P31941 whole entry, looked up): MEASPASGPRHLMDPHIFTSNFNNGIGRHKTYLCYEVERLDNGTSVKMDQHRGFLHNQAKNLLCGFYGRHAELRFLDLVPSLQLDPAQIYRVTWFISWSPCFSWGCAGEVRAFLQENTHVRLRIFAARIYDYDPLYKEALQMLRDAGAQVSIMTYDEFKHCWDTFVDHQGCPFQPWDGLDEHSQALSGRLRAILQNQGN
mIAP activ: mouse IAP activation; actives 0.24% (n = 330,000); AID 2805; activation factor at 10 µM; muIAP, CDP-Star luminescence, 30 min; stronger effect = higher value; 1 = vehicle-only enzyme signal, 0 = enzyme-free wells;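 active means activation factor of at least 2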; further: the source names both 10 and 20 µM as test concentration; values of inactives mirror those of a sister screen read the other way
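Assay system: mouse IAP enzyme / Compound: DMSO-dissolved test compounds / Timing: 30 min, room temperature / Measured by: luminescence from enzymatic CDP-Star hydrolysis / Control set: DMSO-only wells, enzyme-free buffer wells as negative control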
MPTP block: blocks calcium-induced mitochondrial swelling; isolated mouse mitochondria, Ca2+ swelling absorbance, 30 min; inhibition, % at 10 µM; actives 1.4% (n = 360,000);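 active means inhibition of 50% or more, scaled per plate between neutral and stimulator controls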;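 further: 0% = DMSO wells given calcium and 100% = 1 mM EGTA wells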
mIAP inh: mouse IAP inhibition; actives 0.2% (n = 330,000); inhibition, % at 10 µM; purified mouse IAP, CDP-Star luminescence, 30 min;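 active means inhibition of at least 40% at 10 µM in the primary screen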;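 further: plate controls were DMSO with enzyme for no effect and no enzyme wells for full effect; values of inactives mirror those of a sister screen read the other way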
APOBEC3G inh: inhibitors of human APOBEC3G DNA deaminase; Q9HC16; recombinant A3G, ssDNA deamination FAM/TAMRA fluorescence; inhibition, % at 20 µM; actives 0.28% (n = 330,000); AID 493012;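 active means inhibition of at least 40% at 20 µM, with no more than 30% in the related APOBEC3A deaminase screen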;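 further: plate controls were DMSO wells with A3G for no effect and wells lacking A3G enzyme for full effect; some compounds called inactive have numbers as strong as hits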
Target sequence (Q9HC16 whole entry, looked up): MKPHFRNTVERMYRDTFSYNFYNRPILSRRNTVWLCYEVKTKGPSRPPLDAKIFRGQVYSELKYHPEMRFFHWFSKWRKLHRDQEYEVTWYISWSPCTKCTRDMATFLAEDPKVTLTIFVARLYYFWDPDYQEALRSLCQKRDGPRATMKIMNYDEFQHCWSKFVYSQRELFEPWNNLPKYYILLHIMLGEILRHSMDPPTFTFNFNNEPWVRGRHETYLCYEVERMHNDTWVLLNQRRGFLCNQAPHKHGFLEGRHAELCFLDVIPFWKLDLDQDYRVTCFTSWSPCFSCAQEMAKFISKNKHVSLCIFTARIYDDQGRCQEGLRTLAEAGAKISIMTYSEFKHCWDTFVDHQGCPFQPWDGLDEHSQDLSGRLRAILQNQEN
GRIN3A LBD mod: modulators (binders) of human NR3A ligand-binding domain | NR3A LBD differential scanning fluorimetry, Tm shift; 0% = protein alone, 100% = glycine-bound protein | AID 1259313 | Tm shift relative to glycine control, % at 25 µM | actives 2.5% (n = 340,000);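 active means melting temperature shift of at least 10% of the positive control shift, at one fixed dose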
hIAP act: increases human intestinal alkaline phosphatase activity; purified human IAP, CDP-Star luminescence, 30 min; stronger effect = higher value; 1 = vehicle-only enzyme, 0 = enzyme-free background; actives 0.16% (n = 330,000); activation factor at 10 µM; AID 2524;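 active means activation factor of the enzyme at least 2-fold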; further: the source names both 10 and 20 µM as test concentration; values of inactives mirror those of a sister screen read the other way
Numbers without * were called inactive; nt = not tested or not shown; & = joins results of further samples.

SMILES | beta cell repl | hIAP inh | APOBEC3A inh | mIAP activ | MPTP block | mIAP inh | APOBEC3G inh | GRIN3A LBD mod | hIAP act
COC(=O)C1=C(c2ccc(OC(F)(F)F)cc2)C[C@@H]2CC[C@H]1N2C(=O)N1CCOCC1 | 3 | 8 | -1 | 1.1 | 1.6 | -12 | -8 | -3 | 0.92
COc1cc(/C=C2\C(=O)NC(=O)N(CCc3ccc(F)cc3)C2=O)ccc1O | 4 | -16 | -2 | 0.96 | 13 | 4 | -3 | -21 | 1.2
CCOc1cc(/C=C2\C(=O)NC(=O)N(CCc3ccc(F)cc3)C2=O)ccc1O | 1 | 2 | 4 | 0.97 | 4.4 | 3 | 4 | 0 | 0.98
O=[N+]([O-])c1ccc(C2C3C(c4ccccc4)=NC4(CCCCC4)N32)cc1 (stereo not drawn) | -1 | 1 | -1 | 0.9 | 2.0 | 10 | -5 | 2 | 0.99
c1cc2c(cc1C1OCC3C(c4ccc5c(c4)OCO5)OCC13)OCO2 (stereo not drawn) | -3 | 9 | 3 | 1.1 | 2.0 | -8 | 1 | -5 | 0.91
CN1CCN(c2ccc(/C=C3\C(=O)NC(=S)N(c4cccc(Br)c4)C3=O)o2)CC1 | 1 | 21 | -2 | 0.73 | 2.9 | 27 | -6 | 1 | 0.79
C=C1C2C[C@@]3([C@@H]1O)[C@@H](C[C@@H]2O)[C@@]12C4[C@@H]3C[C@@H]1[C@@](C)(CC[C@@H]2O)CN4CC | -1 | -5 | 2 | 0.95 | -1.2 | 5 | 0 | 1 | 1.1
Fc1ccccc1CNC1CN2CCC1CC2 (stereo not drawn) | 5 | 2 | 1 | 0.92 | -2.8 | 8 | -11 | 1 | 0.98
C[C@H]1OC[C@@H](C[N+](C)(C)C)O1 | -5 | -2 | 67 | 1 | 1.3 | -1 | 33 | 2 | 1
CCOC(=O)C(O)(c1ccc(N(CC)C(=O)OC)cc1)C(F)(F)F (stereo not drawn) | 1 | -3 | 1 | 1 | -0.7 | -2 | -5 | -1 | 1
c1ccc(C2(N3CCCCC3)CCCCC2)cc1 | 0 | -20 | 1 | 0.99 | -1.0 | 1 | 1 | 1 | 1.2
CCCCCn1c(N)c(C(=O)NCCN2CCOCC2)c2nc3ccccc3nc21 | -4 | 6 | -3 | 1.2 | -0.3 | -22 | -7 | -8 | 0.94
CC1(C)CC(=O)C(C=NCCN2CCN(C(=O)Cc3ccccc3)CC2)=C(O)C1 | 0 | 9 | 6 | 0.95 | -0.9 | 5 | 3 | 1 | 0.91
O=C(NCc1ccccc1)c1cccn(Cc2cccc(Cl)c2)c1=O | -3 | 18 | 0 | 0.82 | 0.9 | 18 | -6 | -1 | 0.82
CN1C(=O)N(C)C(=O)C(CCc2ccccn2)(CCc2ccccn2)C1=O | -1 | -9 | 1 | 1.1 | -2.1 | -10 | -4 | 1 | 1.1

Arranged by SMILES length (largest number first): some entries from above
SMILES | beta cell repl | hIAP inh | APOBEC3A inh | mIAP activ | MPTP block | mIAP inh | APOBEC3G inh | GRIN3A LBD mod | hIAP act
COC(=O)C1=C(c2ccc(OC(F)(F)F)cc2)C[C@@H]2CC[C@H]1N2C(=O)N1CCOCC1 | 3 | 8 | -1 | 1.1 | 1.6 | -12 | -8 | -3 | 0.92
CCOC(=O)C(O)(c1ccc(N(CC)C(=O)OC)cc1)C(F)(F)F (stereo not drawn) | 1 | -3 | 1 | 1 | -0.7 | -2 | -5 | -1 | 1
O=C(NCc1ccccc1)c1cccn(Cc2cccc(Cl)c2)c1=O | -3 | 18 | 0 | 0.82 | 0.9 | 18 | -6 | -1 | 0.82

(next part)
SMILES | beta cell repl | hIAP inh | APOBEC3A inh | mIAP activ | MPTP block | mIAP inh | APOBEC3G inh | GRIN3A LBD mod | hIAP act
COC(=O)C1=C(c2ccc(-c3ccccc3)c(F)c2)C[C@@H]2CC[C@H]1N2C(=O)N1CCCCC1 | -7 | -15 | -2 | 1 | 5.4 | -4 | -6 | 0 | 1.1
COc1cc(OC)c(OC)cc1CN1CCN(C(=O)Cc2ccccc2)CC1 | 0 | 27 | -5 | 1.2 | 2.3 | -15 | -5 | -1 | 0.73
O=CC(Cl)P(=O)(N1CCOCC1)N1CCOCC1 (stereo not drawn) | -1 | -3 | -2 | 1.1 | 1.4 | -6 | -9 | 0 | 1
c1cc(CCN2CCCC2)ccn1 | 3 | -2 | 6 | 1 | 0.4 | -3 | 3 | 0 | 1
Cc1c(-c2cccc(Cl)c2)nc2ccccc2c1C(=O)N1CCC2(CC1)OCCO2 | -3 | 8 | 7 | 0.95 | 0.3 | 5 | 0 | -1 | 0.92
COc1cccc(N2C(=O)NC(=O)/C(=C/c3ccc4c5c(cccc35)CC4)C2=O)c1 | -1 | 14 | -1 | 0.85 | nt | 15 | -7 | nt | 0.86
FC(F)(F)c1ccc2c(c1)NP(=S)(N1CCOCC1)c1nccn1-2 (stereo not drawn) | -1 | 7 | -5 | 0.93 | 2.3 | 7 | -6 | -1 | 0.93
CCN1CCC(NCC2CCCCC2)CC1 | 6 | 22 | -4 | 1 | 0.2 | -4 | -6 | 0 | 0.78
COc1ccc(-c2nn(CCC#N)cc2C(=O)Nc2ccc(C(C)=O)cc2)cc1 | -1 | 22 | -5 | 1 | -0.4 | -3 | -6 | -4 | 0.78
CC1(C)CN=C(Nc2ccccc2C(F)(F)F)S1 | 1 | -3 | -3 | 0.91 | -0.3 | 9 | -8 | 1 | 1
CCOC(=O)c1cc(C)n(CCc2cnc[nH]2)c1C | 0 | 10 | -4 | 0.93 | -2.1 | 7 | -9 | -4 | 0.9
COc1ccc2c(c1O)[C@]13CCN(C)[C@H](C2)[C@@H]1CCC(=O)C3 | 5 | 9 | 1 | 0.96 | 1.1 | 4 | -6 | -1 | 0.91
O=C1c2ccccc2C(=O)N1Cc1nc2ccccc2c(=O)n1-c1ccccn1 | -2 | 11 | -2 | 0.91 | -1.2 | 9 | 1 | -2 | 0.89
COc1ccc(NC(=S)NC(NC(=O)CF)C(Cl)(Cl)Cl)c([N+](=O)[O-])c1 (stereo not drawn) | 0 | 25 | 0 | 0.85 | -2.3 | 15 | -3 | -2 | 0.75
CN1CCN(/N=C/c2c[nH]c3ccccc23)CC1 | -4 | -22 | 4 | 1.1 | 1.6 | -11 | 12 | -1 | 1.2

Other records follow.
SMILES | beta cell repl | hIAP inh | APOBEC3A inh | mIAP activ | MPTP block | mIAP inh | APOBEC3G inh | GRIN3A LBD mod | hIAP act
O=c1c2cc(Cl)cc(Cl)c2nc(CN2CCOCC2)n1-c1ccccc1F | -1 | 11 | -4 | 1 | -0.2 | 0 | -4 | 1 | 0.89
CCCCn1c(O)c(C=Nc2c(C)n(C)n(-c3ccccc3)c2=O)c(=O)[nH]c1=O | -1 | -16 | -7 | 1 | 1.1 | 0 | -10 | -1 | 1.2
Cc1ccc(-n2c(O)c(/C=N/Nc3ccccc3)c(=O)[nH]c2=O)cc1C | 1 | -12 | -3 | 1 | nt | -4 | 5 | -1 | 1.1
C=CCN1C(=O)NC(=O)/C(=C/c2ccc(OCC(=O)Nc3ccc(C)cc3)cc2)C1=O | -4 | 9 | -4 | 0.94 | -0.6 | 6 | -6 | -1 | 0.91
NC(CC(=O)O)C1CCCCC1 (stereo not drawn) | -1 | 1 | 0 | 1 | nt | 0 | -7 | nt | 0.99
CC1CN(c2ccc([N+](=O)[O-])c(N3CCCCC3)c2)CCN1 (stereo not drawn) | -4 | -14 | 1 | 1 | -0.4 | -5 | 3 | 1 | 1.1
Cc1c(N=Cc2c(O)n(Cc3ccccc3)c(=O)[nH]c2=O)c(=O)n(-c2ccccc2)n1C | -1 | -15 | -5 | 1 | 1.4 | -1 | -5 | -1 | 1.1
COCCOC(=O)c1c(N)n(Cc2ccc(OC)cc2)c2nc3ccccc3nc12 | -2 | -6 | 0 | 0.97 | -0.4 | 3 | -8 | -13 | 1.1
CCN(CC)CCN=Cc1c(O)n(CCC2=CCCCC2)c(=O)[nH]c1=O | -3 | 3 | 4 | 1.1 | -0.8 | -7 | -6 | 0 | 0.97
NCCc1c[nH]c2ccc(F)cc12 | -4 | -2 | -1 | 1.1 | nt | -9 | -6 | nt | 1
CN(C)C(=O)Oc1ccc2ccccc2c1Cl | -1 | -84 | -1 | 0.99 | -0.8 | 1 | -3 | 1 | 1.8
CCCCN=Cc1c(O)n(-c2c(C)cc(C)cc2C)c(=O)[nH]c1=O | -1 | 4 | 3 | 1 | 2.2 | -4 | 1 | 4 | 0.96
Cc1ccccc1-n1c(O)c(/C=N/NC(=O)c2ccccc2O)c(=O)[nH]c1=S | 4 | -65 | -6 | 0.84 | 0.5 | 16 | -9 | -1 | 1.6
CCCCCCCCC(=O)NCc1ccc(O)c(OC)c1 | -2 | 9 | -3 | 0.98 | -1.7 | 2 | -9 | -1 | 0.91
CCCCn1c(O)c(C(C)=NCCc2c[nH]c3ccccc23)c(=O)[nH]c1=O | -2 | -34 | -2 | 0.95 | 6.9 | 5 | -6 | -6 | 1.3

(list continues)
compound	beta cell repl	hIAP inh	APOBEC3A inh	mIAP activ	MPTP block	mIAP inh	APOBEC3G inh	GRIN3A LBD mod	hIAP act
CCOC(=O)C1=C(N)OC2=C(C(=O)CCC2)C12C(=O)N1c3c(ccc(C)c32)C(C)=CC1(C)C (stereo not drawn)	0	5	2	0.9	0.9	10	-4	-1	0.95
O=c1c2ccccc2[nH]c(=S)n1-c1ccc2c(c1)OCCO2	0	-19	-2	0.94	0.7	6	-6	-1	1.2
CCOc1cccc(OCC)c2c(C)[n+](CC3CCCO3)c(C)c1-2 (stereo not drawn)	-5	24	23	0.91	0.8	9	12	-1	0.76
O=C(c1cc2cc(Br)ccc2[nH]1)N1CCC2(CC1)OCCO2	0	-14	0	1.1	1.4	-7	-4	-3	1.1
CC(=O)c1ccc(NC2=NCCCS2)cc1	0	6	-4	1	1.0	-2	-8	1	0.94
CC/C(=N\N1CCCCCC1)c1c(O)n(-c2ccc(C)cc2)c(=O)[nH]c1=O	-2	-10	1	1.1	-0.2	-10	-4	21*	1.1
CCN(CC)C(=O)c1ccc(NC(=O)CSc2nnnn2-c2cc(OC)ccc2OC)cc1	-1	-15	-3	1.2	0.7	-19	2	nt	1.1
COC(=O)C1=C(c2ccc(-c3ccccc3)c(F)c2)C[C@@H]2CC[C@H]1N2C(=O)NCc1cc(C)oc1C(F)(F)F	-6	-4	1	0.95	0.0	5	-4	0	1
Nc1ccc([As](=O)(O)O)cc1	3	16	-5	1.1	-2.4	-5	-6	0	0.84
CC(C)c1ccc(-n2c(O)c(/C=N/N3CCOCC3)c(=O)[nH]c2=S)cc1	0	-10	-5	0.87	1.3	13	-5	2	1.1
CCN(CC)CC(=O)Nc1ccc(Cl)cc1C(=O)c1ccccc1	-1	-12	5	1	-1.3	0	1	0	1.1
C=C(C=O)CC1CC(O)[C@]2(C)OC3C[C@@H]4OC5C[C@]6(C)O[C@]7(C)CCC8OC9C[C@]%10(C)OC(/C(C)=C\CO)C(O)CC%10OC9CC(C)C8OC7CC6O[C@]5(C)C/C=C\C4OC3CC2O1 (stereo partly drawn)	-3	3	-4	0.96	-1.0	4	-5	2	0.97
COc1ccc(N2C(=O)CC(=O)NC2=O)cc1	-1	8	3	0.99	1.7	1	0	-2	0.92
Cc1nn(Cc2ccccc2)c(Cl)c1C(=O)OCC(=O)N1CCCC1	-2	-8	6	1	0.3	-3	-1	-3	1.1
CC(=O)OCC[N+](C)(C)C	-4&-4	-5&2	1&-1&-6	1&0.93	-5.4&-3.3&1.1	0&8	-6&-4&-9	0&-4&2	1.1&0.98
CCc1ccc(OCC(=O)N2CCN(CC(=O)Nc3ccccc3Cl)CC2)cc1	-1	11	-1	0.99	-1.6	1	-6	2	0.89

These rows are one share of the data; count on the stated rates, not on these rows.
